# Bioassay records from PubChem BioAssay.
# LGR2 inh: Drosophila LGR2 receptor signaling inhibition; AID 720647; actives 0.35% (n = 380,000); HEK293 LGR2, CRE-luciferase, bursicon-stimulated, 4 h; inhibition, % at 9.99 µM;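 active = drop in luminescence signal, shown as inhibition above about 50% in the replicate tests, limit read from the data, passing the limit was not always enough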;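 note: agonist challenge used bursicon conditioned medium at about half maximal strength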
# Xi reactivation: reactivates the inactive X chromosome in mouse fibroblasts; XiGFP mouse fibroblasts, % GFP-positive cells imaging, 3 d; cells co-treated with 5-aza-dC sensitizer; scaled so ellipticine positive control = 100%; activation, % at 7.58 µM; actives 0.055% (n = 360,000); AID 743238;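 active = mean normalized replicate activation at least 10% and every replicate at or above 10%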;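 note: 0% = median of on-plate neutral control wells and 100% = ellipticine 6 µM median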
#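 System: 68-5-11 XiGFP fibroblast line | Buffer or medium: DMEM containing 5-aza-dC | Compound: Single point | Times: Compounds 3 days, fix/stain 15 min at room temperature | Benchmarks: Positive control ellipticine, 6 µM final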
# * marks the source's active call; other numbers are inactive results.
SMILES,LGR2 inh,Xi reactivation
Cc1cc(C)cc(NC(=S)Nc2ccc3cn[nH]c3c2)c1,10,0.3
CCC(=O)NC(=S)Nc1ccc(OC)cc1OC,-20,0.2
CCOC(=O)c1cc2cc([N+](=O)[O-])cc(OC)c2oc1=O,5,0.1
COc1ccc(-c2c(-c3ccc(OCC(=O)NN)cc3O)n[nH]c2C(F)(F)F)cc1,12,0.3
Cc1cc(C)nc(N=Nc2c(O)n(Cc3ccc(Cl)cc3)c3ccccc23)n1,-37,-0.1
O=C(COC(=O)c1ccc(S(=O)(=O)NCc2ccco2)cc1)c1ccccc1,16,-0.1
Cc1ccccc1C(=O)Nc1cc(S(=O)(=O)N2CCCCC2)ccc1N1CCN(C)CC1,8,0.2
O=C(CCC(=O)N/N=C/c1c[nH]c2ccccc12)NCc1ccccc1,-2,0.0
COC(=O)c1nn(-c2cccc(C)c2)c2nnc(Cc3ccc(C)cc3)c(=O)n12,-18,-0.1
CC1(c2ccccc2)CC(C)(C)N(C(=O)CSc2nnc(N)s2)c2ccccc21 (centres undefined),13,0.1
CC(C)OP(=O)(c1ccc(N(C)C)cc1)C(Nc1ccccc1)c1cccnc1 (centres undefined),-7,-0.1
BrCCOCCOc1ccc2ccccc2c1,-5,-0.1
CCOC(=O)C1CCN(c2c(-c3ccccc3)c3cc(Cl)ccc3[nH]c2=O)CC1,10,3.9
O=C(CNC(c1ccccc1)c1ccccc1)Nc1cc([N+](=O)[O-])ccc1Cl,19,0.1
Cc1ccc(NC(=O)c2ccc(S(=O)(=O)C(F)F)cc2)c(C)c1,-14,-0.1
O=C(Cn1cc([N+](=O)[O-])nc1[N+](=O)[O-])N1CCN(c2ccccc2)CC1,-12,0.0
CC(C)CC(=O)Nc1ccc(-c2nc3ccccc3c(=O)o2)cc1,-6,-0.1
O=C(NC1CCCC1)C(c1ccncc1)N(Cc1ccccc1)C(=O)c1ccc(-c2ccccc2)[nH]1 (centres undefined),-10,0.2
CS(=O)(=O)CCC(C(=O)OCc1ccc(Cl)cc1)N1C(=O)c2ccccc2C1=O (centres undefined),7,0.0
CCCCOc1ccc(-c2c(C(=O)Nc3ccccc3)c(C)[nH]c(=S)c2C#N)cc1,13,0.0
Cc1ccsc1/C=N/n1c(=S)[nH]nc(C)c1=O,-11,0.4
COc1ccccc1N1CCN(c2ccc([N+](=O)[O-])cc2Cl)CC1,3,0.0
COc1ccc(S(=O)(=O)NCCc2nnc3ccc(SCC(=O)Nc4nc(C)cs4)nn23)cc1,-2,-0.1
CC(C)c1ccc(/C=N/NC(=O)c2cccc(Cl)c2)cc1,-56,0.2
COc1ccc(C(=O)Nc2nc(N)n(-c3ccccc3)n2)cc1,3,0.4
# Going on with the list.
SMILES,LGR2 inh,Xi reactivation
COC(=O)c1ccccc1NC(=O)COC(=O)c1ccccc1N=Nc1ccc(N(C)C)cc1,-65,-0.3
Cc1ccc(-c2nc(N3CCOCC3)sc2C(=O)N2CCOCC2)cc1,-20,0.1
O=C(N=C1c2ccccc2CN1c1ccccc1)c1cccc([N+](=O)[O-])c1,-8,0.0
CCC(C)C(=O)NCCc1ccc(S(N)(=O)=O)cc1 (centres undefined),7,0.1
c1ccc2c(-c3nnc4n3CCCCC4)cc(-c3ccncc3)nc2c1,-8,0.2
CS(=O)(=O)CCC(C(=O)OCc1ccc(Br)cc1)N1C(=O)c2ccccc2C1=O (centres undefined),16,0.2
COc1cc(NC(=S)N2CCN(c3ccccn3)CC2)c(OC)cc1Cl,-8,-0.1
CC(/C=N/NC(=O)CSc1nc2ccccc2n1C)=C\c1ccco1,10,0.0
CS(=O)(=O)Nc1cccc(C2=NN(S(=O)(=O)c3ccc(F)cc3)C(c3cccs3)C2)c1 (centres undefined),-2,0.0
S=C(Nc1ccccc1)Nc1nc2ccccc2n1CCOc1ccc(Cl)cc1,13,0.0
CC(C)NC(=S)NC1(C)CCS(=O)(=O)C1 (centres undefined),0,0.1
Cc1nc(CCNC(=O)CC2C(=O)NCCN2Cc2ccoc2)nc2c1CCCC2 (centres undefined),15,0.0
CCC/C(=N\NC(=O)c1ccc(CSc2nncn2C)cc1)c1ccccc1,-8,0.0
O=C(/C=C/c1cccc(Cl)c1)Nc1ncccn1,-7,-0.1
O=C(COC(=O)Cc1ccc(Cl)cc1Cl)Nc1ccc(OC(F)F)cc1,-18,-0.2
O=C(/C=C/c1ccccc1Cl)N(Cc1ccccc1)C1CCS(=O)(=O)C1 (centres undefined),16,0.1
CC(C)NC(=S)Nc1ccc2cn[nH]c2c1,25,0.7
COc1ccc(NC(=O)c2cc(SC)ccc2Cl)cc1,3,-0.1
CCN(CC)c1ccc(NC(=O)CSc2nc3ccccc3c(=O)n2-c2cc(S(=O)(=O)N(C)C)ccc2C)cc1,-2,0.0
CSc1nc(O)c(/C=C2\C=Nc3ccccc32)[nH]1,-52,0.0
CC(C)c1ccc2c(c1)C1Cc3ccccc3C1N2 (centres undefined),-64,-0.1
Cc1nnn(-c2nonc2N)c1C(=O)N/N=C/c1cccc2ccccc12,3,0.0
O=C(N/N=C/c1cc2c(cc1Br)OCO2)c1c[nH]c2ccccc12,-81,0.1
CN1OC(c2ccccc2)=C(CO)C1c1ccccc1 (centres undefined),-7,0.4
N#Cc1cc(NCC2CCCO2)c([N+](=O)[O-])cc1C#N (centres undefined),18,-0.1

# Grouped by structure, the compounds so far with an aryl methoxy group.
SMILES,LGR2 inh,Xi reactivation
CCC(=O)NC(=S)Nc1ccc(OC)cc1OC,-20,0.2
CCOC(=O)c1cc2cc([N+](=O)[O-])cc(OC)c2oc1=O,5,0.1
COc1ccc(-c2c(-c3ccc(OCC(=O)NN)cc3O)n[nH]c2C(F)(F)F)cc1,12,0.3
COc1ccccc1N1CCN(c2ccc([N+](=O)[O-])cc2Cl)CC1,3,0.0
COc1ccc(S(=O)(=O)NCCc2nnc3ccc(SCC(=O)Nc4nc(C)cs4)nn23)cc1,-2,-0.1
COc1ccc(C(=O)Nc2nc(N)n(-c3ccccc3)n2)cc1,3,0.4
COc1cc(NC(=S)N2CCN(c3ccccn3)CC2)c(OC)cc1Cl,-8,-0.1
COc1ccc(NC(=O)c2cc(SC)ccc2Cl)cc1,3,-0.1

# (further entries)
SMILES,LGR2 inh,Xi reactivation
O=C(Nc1ccc2oc(=O)ccc2c1)c1ccc(-c2ccc(Cl)cc2)o1,-1,0.1
COc1ccccc1/C=N\N=C(\N)c1ccccn1,-59,0.0
COc1ccc(Cl)cc1N(CC(=O)NC(C)(C)C)S(=O)(=O)c1ccc(C)c([N+](=O)[O-])c1,13,0.0
Cc1ccc(-c2c(C)n([O-])c3c([n+]2=O)CCC3)cc1,17,0.0
COc1ccc(C(=O)Nc2ccc(N3CCCCC3)cc2)cc1Br,-21,0.1
COC(=O)C1=C(CSc2nc3ccccc3s2)NC(=O)NC1c1ccc(F)cc1 (centres undefined),-29,0.1
COC(C#CCCN(C)C)(c1ccccc1)c1ccccc1,1,0.0
CCN1CCCC1CN(Cc1cc2ccc(C)cc2[nH]c1=O)C(=S)Nc1ccc(OC)cc1OC (centres undefined),-10,0.1
CN1CCCN(C(=O)/C=C/c2ccc(F)cc2)CC1,-15,0.1
CCOC(=O)c1[nH]cnc1N=Nc1c(O)ccc2ccccc12,5,0.1
CSc1ccc(CN(C)CC(=O)Nc2ccccc2Br)cc1,7,0.5
Cc1cc2nc(C)c(=O)n(C)c2cc1C,-8,0.1
Cc1ccnc(SCc2cc(=O)c(OC(=O)c3ccc(Br)o3)co2)n1,12,0.2
Cc1cccc(C(=O)NNC(=O)c2ccccc2)c1,-2,-0.1
CCOC(=O)c1ccc(CNCc2ccc(C)cc2)cc1,9,0.3
COc1ccccc1CNC(=O)Cc1ccc(Br)cc1,-16,0.2
CN(C)c1nc(NCc2ccccc2)nc(N/N=C/c2ccc3c(c2)OCO3)n1,-27,0.1
C[C@H](CO)N1C[C@H](C)[C@@H](CN(C)Cc2ccc(-c3ccccc3)cc2)Oc2c(NC(=O)Nc3ccccc3)cccc2C1=O,-4,0.4
O=C(NCc1ccccc1Cl)C(=O)c1c[nH]c2ccccc12,12,0.0
COc1ccc(NC(=O)c2n[nH]c(=O)c3ccccc23)cc1S(=O)(=O)N1CCCCC1,-1,0.0
Cc1nn(C)cc1/C=N\NC(=O)Cc1ccc([N+](=O)[O-])cc1,-13,0.1
COc1ccccc1OCCNS(=O)(=O)c1ccc2oc3ccccc3c2c1,0,0.2
C[C@H](CO)N1C[C@H](C)[C@H](CN(C)CC2CCCCC2)Oc2c(NC(=O)CCCCCC(=O)Nc3ccccc3N)cccc2C1=O,-2,0.5
O=C(Nc1ccc(F)cc1)C(c1ccccc1)N1CCN(S(=O)(=O)c2ccccc2)CC1 (centres undefined),17,-0.1
CCC(C)n1c(SCC(=O)NCCc2ccc(S(N)(=O)=O)cc2)nc2ccsc2c1=O (centres undefined),1,0.0
# Remaining list, next part
SMILES,LGR2 inh,Xi reactivation
CCSc1nnc(NC(=O)C2CCN(S(=O)(=O)c3ccccc3C(F)(F)F)CC2)s1,10,0.0
COc1cc(/C=C/C(=O)OCC(=O)NC(=O)NC23CC4CC(CC(C4)C2)C3)ccc1OCC#N,0,0.0
CCNc1nc(NCC)nc(SCCOc2ccc(C)cc2)n1,-8,0.0
O=C(NC(=S)N1CCN(c2ccc(Cl)cc2[N+](=O)[O-])CC1)c1ccco1,3,0.5
COc1ccc(OC)c(NC(=O)Nc2cc(NC(=O)Nc3cc(OC)ccc3OC)c(C)nc2C)c1,-7,0.0
Cc1nnc(SCC(=O)N/N=C/c2ccc(-c3ccc(C)c(Cl)c3)o2)s1,13,0.2
CCN(C(=O)CN(C)Cc1c(F)cccc1Cl)c1c(N)n(Cc2ccccc2)c(=O)[nH]c1=O,-3,0.1
O=C(Nc1cccc(S(=O)(=O)Nc2ccccc2Cl)c1)c1ccc(N2CCCC2)c([N+](=O)[O-])c1,-17,0.3
O=C(Nc1ccc(S(=O)(=O)Nc2nccs2)cc1)c1ccc(=O)[nH]c1,-2,0.1
COc1ccc(/C=C/c2nc(-c3ccccc3O)n[nH]2)cc1,5,1.2
CCCOc1cccc(-c2cc(C(=O)NN)c3ccccc3n2)c1,1,-0.2
O=S(=O)(Nc1nc2ccccc2nc1N1CCc2ccccc2C1)c1ccc(Br)cc1,-22,0.1
c1ccc(-c2nc(-c3cccnc3)n[nH]2)cc1,-12,0.0
Cc1nnc(Sc2nc3c(c(=O)n(C)c(=O)n3C)n2Cc2ccc(Cl)cc2)s1,7,-0.1
CN1CCN(c2cc(N3CCc4ccccc4C3)c(F)cc2[N+](=O)[O-])CC1,2,0.0
O=C(N/N=C/c1cccc([N+](=O)[O-])c1)C1CC(=O)N(c2ccc(F)cc2)C1 (centres undefined),5,0.0
CCNC(=S)NNC(=O)c1cc(-c2cccc(OC)c2)nc2ccccc12,-4,0.2
CS(=O)(=O)Nc1cccc(C2=NN(C(=O)c3ccccc3Cl)C(c3ccccc3O)C2)c1 (centres undefined),3,0.1
CC(C(=O)Nc1ccc2c(c1)OCO2)c1ccc([N+](=O)[O-])cc1 (centres undefined),-3,0.0
O=c1[nH]c(SCc2nc3ccccc3c(=O)n2-c2ccccc2)nc2ccccc12,-8,-0.1
N#CC1=C(N)NC(SCc2ccccc2)=C(C#N)C12CCCC2,-4,0.1
O=C1CN(c2nc(-c3ccccc3)c3ccccc3n2)c2ccccc2N1,-2,0.0
Cc1ccccc1Cn1nc(C)c(NC(=O)/C=C/c2cnn(C)c2)c1C,-1,0.3
O=C(/C=C/c1ccc(Br)cc1)NC(=S)Nc1ccc(S(=O)(=O)Nc2nccs2)cc1,9,0.0
O=C1/C(=C/c2ccco2)Oc2c1ccc(O)c2CN1CCCCC1,25,0.0
# Further entries follow.
SMILES,LGR2 inh,Xi reactivation
CC(C)CNC(C(=O)Nc1ccc([N+](=O)[O-])cc1Br)c1ccccc1 (centres undefined),-1,0.1
Cc1ccc(SCC(=O)Nc2ccc3c(c2)OCCO3)cc1,-1,0.0
CC(C)(C)NC(=O)NC(=O)COC(=O)c1ccc(OC(F)(F)F)cc1,-8,0.0
COC(=O)Cn1c(=NC(=O)c2ccc(S(=O)(=O)N3CCc4ccccc4C3)cc2)sc2cc(OC)ccc21,-11,-0.1
COc1ccc(OC)c(-c2c(=O)n(OCc3ccccc3Br)c3ccccc3[n+]2[O-])c1,4,0.0
N#Cc1cc(C(=O)c2cc(Cl)ccc2O)cn(-c2ccccc2)c1=O,-19,-0.1
Nc1c(C(=O)Nc2ccc(S(=O)(=O)N3CCCC3)cc2)sc2nc3cc4c(cc3cc12)CCC4,0,63*
Cc1cccc(NC(=O)C2CCCN2/C=C/C(=O)C(F)(F)F)c1C (centres undefined),-19,0.0
COc1ccccc1N(CC(=O)N/N=C(\C)c1cccc(Br)c1)S(C)(=O)=O,-8,0.0
O=C(Oc1ccccc1N1C(=O)C2CC=CCC2C1=O)c1ccc(Br)cc1 (centres undefined),18,1.0
O=C(NCCN1CCOCC1)NC1(C(F)(F)F)Oc2ccc(Cl)cc2O1 (centres undefined),8,0.3
CCOC(=O)/C(=N\Nc1cc(Cl)ccc1Cl)N1CCN(CC)CC1,11,0.0
CC(CSc1nnnn1-c1ccccc1)Cn1c(N2CCCC2)nc2c1c(=O)[nH]c(=O)n2C (centres undefined),-19,0.1
CCOCCCNC(=S)Nc1cc(C)cc(C)c1,-1,-0.1
Cc1ccc2c(c1)C(O)(CC(=O)c1ccc(C)s1)C(=O)N2 (centres undefined),-9,0.0
Cc1nc2ccccn2c1C(=O)N/N=C/c1ccc(CNC(=O)C(=O)Nc2ccccc2)o1,-4,0.2
COc1cc(/C=C(/C#N)C(=O)Nc2ccc(C)cc2)ccc1Oc1nc(Cl)ncc1F,-6,0.1
CNC(=O)C12CC3CC(CC(Cl)(C3)C1)C2,-19,0.4

# Some of the compounds tested; rates above refer to the full screens.
